Compound activity deposited in PubChem BioAssay by several laboratories.
RPL19A-GFP yeast: RPL19A-GFP expression modulators in yeast, primary screen, cell-based, S. cerevisiae, multiplex flow cytometry, MLPCN; S. cerevisiae RPL19A-GFP strain, 3 h; hits give low values; percent response vs DMSO, % at 10 µM; actives 0.3% (n = 330,000); AID 2025, 2009;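 active means percent response vs DMSO below 50%; inconclusive means fewer than 70 events counted for the yeast strain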;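 further: median channel GFP fluorescence of the barcoded RPL19A-GFP strain; ratio of sample median GFP to plate DMSO average so 100% = DMSO; lower means less RPL19A-GFP as with rapamycin TOR inhibition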
MEP2-GFP yeast: modulators of MEP2-GFP levels in yeast, primary screen, S. cerevisiae, multiplex flow cytometry, MLPCN library; S. cerevisiae MEP2-GFP strain, 3 h; 100% = DMSO control level; GFP response vs DMSO, % at 10 µM; actives 0.51% (n = 330,000); AID 2016, 2009;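 active means GFP response versus DMSO above a set limit, roughly screen mean plus 3 SD, cut at about 180% in these data; inconclusive means fewer than 70 cells counted for a yeast strain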;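 further: median GFP fluorescence of the barcode-gated MEP2-GFP cells per well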
GASC-1 inh: inhibitors of GASC-1 histone demethylase, primary screen, biochemical, fluorescence, DELFIA europium | Lysine-specific demethylase 4C (Homo sapiens), Q9H3R0 | GST-JMJD2C(1-420) H3K9me3 demethylation | inhibition, % at 2.35 µM | actives 0.069% (n = 330,000);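 active means more than half of a compound's replicate wells show inhibition beyond 50%, single wells judged on their own value; inconclusive means some, but no more than half, of replicates pass 50% inhibition; inactive means no replicate passes 50% inhibition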;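 further: signal counts dimethyl H3K9 product captured on neutravidin plate; 0% = median of DMSO wells and 100% = 0.3 times that DMSO median; strong numbers were not always called active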
Target sequence (Q9H3R0 1-420 limits assumed): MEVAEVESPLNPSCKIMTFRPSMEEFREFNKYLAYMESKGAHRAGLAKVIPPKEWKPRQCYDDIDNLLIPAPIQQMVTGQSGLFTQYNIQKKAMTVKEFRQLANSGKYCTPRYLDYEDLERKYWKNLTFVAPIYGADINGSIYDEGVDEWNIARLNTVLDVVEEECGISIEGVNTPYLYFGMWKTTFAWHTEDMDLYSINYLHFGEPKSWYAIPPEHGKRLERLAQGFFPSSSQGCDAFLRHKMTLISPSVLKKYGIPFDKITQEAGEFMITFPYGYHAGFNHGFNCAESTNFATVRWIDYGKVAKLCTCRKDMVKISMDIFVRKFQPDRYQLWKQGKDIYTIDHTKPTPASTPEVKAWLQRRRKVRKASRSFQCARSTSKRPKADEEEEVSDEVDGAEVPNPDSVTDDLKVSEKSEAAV
proCasp7 act: procaspase-7 activators, primary screen, counter-screen for procaspase-3 activator project, biochemical, absorbance, HTS, human; Caspase-7 (Homo sapiens), P55210; activation, % at 8.5 µM; actives 0.093% (n = 330,000); recombinant procaspase-7, Ac-DEVD-pNA absorbance 405 nm; D23A/D198A/D206A triple mutant, cannot self-cleave; scale: DMSO 0, 5 µM enzyme 100;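 active means percent activation above the screen-wide mean plus 3 SD, cut at about 25% in these data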
Target sequence (P55210 whole entry D23A/D198A/D206A): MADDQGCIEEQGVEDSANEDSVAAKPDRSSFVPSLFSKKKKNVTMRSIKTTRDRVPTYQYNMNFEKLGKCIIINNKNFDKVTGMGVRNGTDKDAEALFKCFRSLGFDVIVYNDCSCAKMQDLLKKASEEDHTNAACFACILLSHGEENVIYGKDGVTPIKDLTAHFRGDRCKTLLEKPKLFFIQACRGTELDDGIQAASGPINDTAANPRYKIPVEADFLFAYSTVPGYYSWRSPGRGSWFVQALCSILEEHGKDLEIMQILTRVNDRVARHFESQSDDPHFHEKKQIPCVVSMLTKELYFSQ
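System: Procaspase-7 triple mutant (PC-7 D3A); measure: % activation from two-timepoint absorbance difference, scaled to controls; times: 1 h compound preincubation, 2 h substrate cleavage, 25 °C; also added: Ac-DEVD-pNA substrate, 400 µM as added; measured by: Epi-absorbance of released pNA at 405 nm, two timepoints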
proCasp3 act: activators of human procaspase-3 D3A mutant, primary screen, biochemical, absorbance, PC-3 D3A mutant, single concentration; Caspase-3 (Homo sapiens), P42574; recombinant procaspase-3 D3A, Ac-DEVD-pNA absorbance 405 nm; activation, % at 8.5 µM; actives 0.11% (n = 330,000);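 active means activation above the mean of all tested compounds plus 3 SD, cut at about 21% in these data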;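 further: 0% = DMSO alone and 100% = DMSO wells spiked with extra 5 µM PC-3 D3A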
Target sequence (P42574 whole entry D9A/D28A/D175A): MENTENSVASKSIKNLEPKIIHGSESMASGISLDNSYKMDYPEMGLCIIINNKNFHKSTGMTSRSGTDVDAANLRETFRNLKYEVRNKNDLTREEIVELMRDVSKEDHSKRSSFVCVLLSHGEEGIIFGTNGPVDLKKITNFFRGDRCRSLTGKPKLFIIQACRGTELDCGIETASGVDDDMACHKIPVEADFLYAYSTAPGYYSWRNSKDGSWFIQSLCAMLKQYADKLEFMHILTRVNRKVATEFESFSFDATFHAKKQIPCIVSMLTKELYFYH
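Assay system – Procaspase-3 D3A mutant, all three cleavage aspartates alanine · Controls – DMSO-only low control, 5 µM PC-3 D3A high control · Schedule – 1 h compound preincubation, 2 h substrate hydrolysis at 25 °C · Signal – 405 nm absorbance of p-nitroaniline, reads at 0 and 120 min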
Yeast superoxide: reduction of superoxide in aged yeast, primary screen, HTS. S. cerevisiae aged cells, superoxide DHE fluorescence; hits give low values. actives 0.18% (n = 330,000). AID 2690, 2010. superoxide response (% of plate mean), % at 10 µM;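 active means superoxide response under a set limit, about three screen SD below normal, cut at about 65% in these data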;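 further: yeast aged for seven days with compound at 30 °C before DHE staining; 100% = average MFI of all compound-treated wells on the plate with controls excluded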
LAP4 TOR yeast: modulators of LAP4-GFP expression in yeast, primary screen, S. cerevisiae, multiplex flow cytometry, MLPCN library; 3 h; median GFP as percent of DMSO wells; GFP response vs DMSO, % at 10 µM; actives 0.34% (n = 320,000); AID 2023, 2009;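 active means GFP response vs DMSO above a set limit, about the screen mean plus 3 SD, cut at about 150% in these data; inconclusive means under 70 cell events counted for the yeast strain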
AHR act: AHR activators, primary screen, cell-based, luminescence, luciferase reporter, human; Aryl hydrocarbon receptor (Homo sapiens), P35869; activation, % at 5 µM; actives 2.5% (n = 320,000); AID 2796, 2010; AHR-responsive luciferase reporter cells; in the data active means activation above about 47%;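 further: 0% = vehicle wells and 100% = reference agonist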
Starred values were filed as active, the others as inactive; ? = inconclusive; · = no result given; [ ] = remark or other dose.

SMILES	RPL19A-GFP yeast	MEP2-GFP yeast	GASC-1 inh	proCasp7 act	proCasp3 act	Yeast superoxide	LAP4 TOR yeast	AHR act
COCCSc1ccccc1C(=O)Nc1cc(C)cc(C)c1	103	105	9	-1	2	93	98	8
O=C(NC(NC(=S)Nc1ccc(Cl)cc1)C(Cl)(Cl)Cl)c1ccco1 (stereo unspecified)	97	102	3	0	1	113	105	3
Cc1cc(OC(C)C(=O)NCc2ccccn2)c2c(C)c(Cc3ccccc3)c(=O)oc2c1 (stereo unspecified)	99	94	2	-2	-2	126	104	4
CCOC(=O)c1sc(NC(=O)C2CC(=O)N(c3ccc4c(c3)OCCO4)C2)nc1C (stereo unspecified)	97	98	·	2	0	100	108	-2
CC1(C)CC(=O)C2=C(C1)N(c1ccc(F)cc1)C(=O)C2(NC(=O)c1ccccc1F)C(F)(F)F (stereo unspecified)	100	104	-5	-4	-10	95	89	-1
COc1ccc(CSc2nc(C)cc(C)c2S(C)(=O)=O)cc1	99	95	21	-7	4	91	105	7
CCCC(=O)Nc1ccc2c(c1)nc(CN1CCCCC1)n2C	101	104	·	-9	-3	97	102	0
CC(C)(C)c1ccc(-c2noc(-c3ccc4c(c3)CCO4)n2)cc1	92	98	-5	4	-3	108	109	-3
COc1cc(CO)ccc1OCC(=O)Nc1cccc2ccccc12	103	105	3	9	14	100	97	14
O=C(O)c1ccc2c(c1)CCCN2	102	101	-2	-4	2	114	110	-1
O=C1CCC(C(=O)N2CCc3ccccc3C2)CN1CCCN1CCOCC1 (stereo unspecified)	106	115	3	-1	10	109	86	2
Oc1ccc(/C=C/c2ccc3cccc(O)c3n2)cc1Br	98	104	-7	2	1	106	129	17
CCN(CC)CCN(C(=O)C1=COCCO1)c1nc2cc(C)cc(C)c2s1	98	99	-13	3	-1	110	99	29
CC(=O)NCCc1nc2cc(NS(=O)(=O)c3ccc(Cl)cc3)ccc2n1C	104	99	6	2	0	107	85	2
Cc1ccc(OCC(=O)NC2CCS(=O)(=O)C2)cc1 (stereo unspecified)	97	100	-2	5	1	107	92	0
Cc1c(NC(=O)c2ccc(F)c(S(=O)(=O)N3CCOCC3)c2)c(=O)n(-c2ccccc2)n1C	100	100	-3	0	7	101	97	0
O=C(Nc1ccccc1)c1sc(N2CCOCC2)nc1-c1ccccc1	100	97	1	0	-1	107	108	8
COc1cc(OC)cc(C(=O)NC(C)CCc2ccccc2)c1 (stereo unspecified)	101	110	4	1	2	100	94	8
COc1ccccc1N1CCN(C(=O)C2CCN(S(=O)(=O)c3ccccc3F)CC2)CC1	98	101	·	-14	0	83	100	2
COc1ccc(-n2nc(C(=O)NCC(=O)NCc3ccccc3OC)c3ccccc3c2=O)cc1	94	95	-26	7	11	98	91	-2
NC(=O)C(c1cccc(Cl)c1)c1ncc(C(F)(F)F)cc1Cl (stereo unspecified)	53[may fluoresce violet]	239*[may fluoresce violet]	-5	-3	2	98	85[may fluoresce violet]	10
O=C(COC(=O)c1ccc(Cl)nc1)NNC(=O)c1ccc(Cl)cc1	92	100	2	0	0	100	89	2
CCSc1nnc(-c2ccc(S(=O)(=O)NCc3cccs3)cc2)o1	94	98	7	9	0	107	102	-3
CCNC(=S)N1CCN(c2ccccn2)CC1	109	112	-5	3	-3	108	102	-4
CCCN1C2CCCC1CC(NC(=S)Nc1cccc(C)c1)C2 (stereo unspecified)	95	95	24	7	-1	115	91	0

Reformatted as comma-separated lines: entries from further up.
Compound,RPL19A-GFP yeast,MEP2-GFP yeast,GASC-1 inh,proCasp7 act,proCasp3 act,Yeast superoxide,LAP4 TOR yeast,AHR act
Cc1c(NC(=O)c2ccc(F)c(S(=O)(=O)N3CCOCC3)c2)c(=O)n(-c2ccccc2)n1C,100,100,-3,0,7,101,97,0
O=C(Nc1ccccc1)c1sc(N2CCOCC2)nc1-c1ccccc1,100,97,1,0,-1,107,108,8
COc1cc(OC)cc(C(=O)NC(C)CCc2ccccc2)c1 (stereo unspecified),101,110,4,1,2,100,94,8
COc1ccccc1N1CCN(C(=O)C2CCN(S(=O)(=O)c3ccccc3F)CC2)CC1,98,101,·,-14,0,83,100,2
COc1ccc(-n2nc(C(=O)NCC(=O)NCc3ccccc3OC)c3ccccc3c2=O)cc1,94,95,-26,7,11,98,91,-2

Following part.
SMILES	RPL19A-GFP yeast	MEP2-GFP yeast	GASC-1 inh	proCasp7 act	proCasp3 act	Yeast superoxide	LAP4 TOR yeast	AHR act
O=C(c1ccco1)N1N=C(c2ccc3nccnc3c2)CC1c1ccccc1 (stereo unspecified)	94	86	-5	-2	-2	94	84	2
COc1cc(C(=O)NNC(=O)C2CCC2)cc(OC)c1OC	106	105	1	6	7	101	101	-1
CC(=O)Nc1cccc(C(=O)OCC(=O)NC(C)c2ccc(F)cc2)c1 (stereo unspecified)	96	102	31	-6	1	143	102	0
CC(=O)NC(=S)Nc1ccc(S(=O)(=O)N2CCOCC2)cc1	98	106	3	7	-2	93	104	0
S=c1[nH]nc(Cc2ccccc2)n1-c1ccc(Cl)cc1	107	102	-1	-11	-7	106	89	0
C/C(=C\C(=O)c1ccc(Br)cc1)NNC(=O)c1ccccc1	101	102	7	4	5	102	105	6
O=[N+]([O-])c1cc(-n2cccc2)ccc1N1CCOCC1	96	97	8	2	-15	83	112	-6
CCOC(=O)c1sc(NC(=O)CN2CC(C)OC(C)C2)nc1C (stereo unspecified)	101	101	0	0	-1	108	94	1
C=CCn1c(COc2ccccc2F)nnc1SCC(=O)NC(=O)NCc1ccco1	94	99	5	-2	1	101	90	-2
CC(C)(C)N(CC(=O)NC1CCCCC1)C(=O)CS(=O)CC(=O)Nc1ccc(F)cc1 (stereo unspecified)	104	101	-2	6	13	100	114	1
NC(Cc1ccccc1)C(O)(c1ccccc1)c1ccccc1 (stereo unspecified)	98	97	19	0	-2	115	93	1
COc1ccccc1N1CC(C(=O)NCC2COc3ccccc3O2)CC1=O (stereo unspecified)	101	106	0	23	8	80	98	1
COC(=O)c1sccc1NC(=O)CSc1ccccc1N	99	105	2	0	1	107	92	8
CC(Oc1ccc(Cl)cc1)C(=O)N1CCN(C(=O)c2ccco2)CC1 (stereo unspecified)	94	126	6	0	12	113	106	-3
Cc1ccc(C(=O)Nc2nc(C(C)(C)C)cs2)s1	101	134	-2	4	0	84	123	17
CCOC(=O)C1=C(CSc2nc3ccccc3s2)NC(=O)NC1c1cccc([N+](=O)[O-])c1 (stereo unspecified)	98	103	4	10	2	96	101	8
CCOC(=O)C(=O)/C(=C\N(C)C)c1onc(-c2c(Cl)cccc2Cl)c1C(=O)OC	104	105	-12	16	2	101	106	0
Cc1cc(C(=O)NC2CCCc3c2cnn3-c2ccc(C)c(C)c2)no1 (stereo unspecified)	98	102	-6	5	1	99	105	1
O=C(CNC(=O)c1cccc(Br)c1)N/N=C/c1cccs1	102	107	5	0	2	103	96	-3
N#CCCCn1c(-c2ccccc2)noc1=O	101	99	106	10	4	116	103	0
Cc1cc(C)c(CN2CCC(n3nccc3NC(=O)c3ccccc3Cl)CC2)cc1C	94	92	·	4	13	92	101	3
Cc1ccc(Sc2nnc(-c3ccccc3)cc2C#N)cc1	97	103	4	5	4	104	110	1
CCc1ccc2[nH]cc(C(=O)OCCOC)c(=O)c2c1	105	102	-4	5	0	99	100	9
Cc1sc2ncn(CC(=O)Nc3ccccc3F)c(=O)c2c1-c1ccccc1	102	100	-3	3	-4	101	97	2
COc1ccc(C(=O)NCCN2CCCC2)cc1[N+](=O)[O-]	105	107	6	9	1	97	95	3

Single records, as listed above:
CCOC(=O)c1sc(NC(=O)CN2CC(C)OC(C)C2)nc1C (stereo unspecified) as listed: RPL19A-GFP yeast = 101; MEP2-GFP yeast = 101; GASC-1 inh = 0; proCasp7 act = 0; proCasp3 act = -1; Yeast superoxide = 108; LAP4 TOR yeast = 94; AHR act = 1
CCOC(=O)c1sc(NC(=O)C2CC(=O)N(c3ccc4c(c3)OCCO4)C2)nc1C (stereo unspecified) as listed: RPL19A-GFP yeast = 97; MEP2-GFP yeast = 98; GASC-1 inh = ·; proCasp7 act = 2; proCasp3 act = 0; Yeast superoxide = 100; LAP4 TOR yeast = 108; AHR act = -2

Looked up by compound from the entries so far:
SMILES	RPL19A-GFP yeast	MEP2-GFP yeast	GASC-1 inh	proCasp7 act	proCasp3 act	Yeast superoxide	LAP4 TOR yeast	AHR act
CCN(CC)CCN(C(=O)C1=COCCO1)c1nc2cc(C)cc(C)c2s1	98	99	-13	3	-1	110	99	29
CCOC(=O)c1sc(NC(=O)C2CC(=O)N(c3ccc4c(c3)OCCO4)C2)nc1C (stereo unspecified)	97	98	·	2	0	100	108	-2
O=C(O)c1ccc2c(c1)CCCN2	102	101	-2	-4	2	114	110	-1
CC(C)(C)c1ccc(-c2noc(-c3ccc4c(c3)CCO4)n2)cc1	92	98	-5	4	-3	108	109	-3
CCCN1C2CCCC1CC(NC(=S)Nc1cccc(C)c1)C2 (stereo unspecified)	95	95	24	7	-1	115	91	0
O=C(Nc1ccccc1)c1sc(N2CCOCC2)nc1-c1ccccc1	100	97	1	0	-1	107	108	8

Following part.
SMILES	RPL19A-GFP yeast	MEP2-GFP yeast	GASC-1 inh	proCasp7 act	proCasp3 act	Yeast superoxide	LAP4 TOR yeast	AHR act
Cc1cccc(NC(=S)N(C)C2CCCCC2)c1	99	105	?	6	8	88	117	0
CCOC(=O)C1=C(C)NC2=C(C(=O)CCC2)C1c1cccs1 (stereo unspecified)	97	93	-15	0	-12	104	85	1
CCc1ccc(S(=O)(=O)Nc2cccc(-c3ccc4nncn4n3)c2)s1	105	108	-1	12	9	112	97	3
Cn1c(/C=N/O)nc2ccccc21	103	99	-9	-2	2	101	96	6
CC(=O)c1ccc(S(=O)(=O)N2CCN(CC(=O)NC(=O)NC3CCCCC3)CC2)cc1	99	102	4	8	-3	98	96	-1
CC(C)CNC(=O)c1ccccc1NC(=O)c1ccccc1N(C)S(C)(=O)=O	99	105	-5	-5	15	82	99	1
O=C(CSc1nnc(CNC(=O)c2c(F)cccc2F)o1)Nc1ccc2c(c1)OCCO2	98	96	11	-1	-8	96	98	10
NNC(=O)c1ccc(N2CCc3ccccc32)c([N+](=O)[O-])c1	110	121	-9	-7	4	81	110	12
Cc1ccc(S(=O)(=O)NCC(c2cccnc2)N(C)C)cc1 (stereo unspecified)	97	97	3	2	4	115	95	8
CCc1nnc(NC(=O)CCN2C(=O)CCC2=O)s1	100	101	8	-5	-6	88	100	0
